Bioassay records: PubChem BioAssay, several laboratories
ABCB1 inh – inhibitors of human ABCB1 transporter, ABCG2 counter-screen | P08183 | CCRF-Adr cells, JC-1 efflux, flow cytometry | inhibition, % at 6.6 µM | 190,000 tested, 0.067% active | AID 1326; in the data active = inhibition above about 40%;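 note: 0% = vehicle and 100% = reference inhibitor; higher value means more JC-1 retained so stronger ABCB1 efflux block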
Rac1 wt modul – human Rac1 wildtype GTP binding, inhibitors and activators. P63000. GST-Rac1 beads, fluorescent GTP binding, flow cytometry; actives lie on both sides; 0 = cold GTP competed, 100 = untreated. GTP binding activity (% of control), % at 10 µM. 190,000 tested, 0.27% active. AID 757;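 active = GTP binding activity at least 20 points away from the 100% control level, either lower or higher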
Avidin fluor – compound fluoresces at 488/530 nm on avidin beads | compound fluorescence 488/530 nm, flow cytometry; active compounds read high | fluorescence (KMESF) at 10 µM | 220,000 tested, 0.38% active | AID 1775; in the data active = fluorescence above about 47; note: inactives centre near 10
HRas wt GTP bind – changes GTP binding to wildtype human HRas. GTP binding activity, % at 10 µM. GST-Ras wt beads, Bodipy-FL-GTP binding, flow cytometry; actives lie on both sides. 190,000 tested, 0.14% active. P01112;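 active = GTP binding activity at least 20% away from the 100% baseline, either lowered as inhibitor or raised as activator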;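 note: 0% = unlabeled GTP competition control and 100% = no-compound control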
Target sequence (P01112 whole entry, looked up): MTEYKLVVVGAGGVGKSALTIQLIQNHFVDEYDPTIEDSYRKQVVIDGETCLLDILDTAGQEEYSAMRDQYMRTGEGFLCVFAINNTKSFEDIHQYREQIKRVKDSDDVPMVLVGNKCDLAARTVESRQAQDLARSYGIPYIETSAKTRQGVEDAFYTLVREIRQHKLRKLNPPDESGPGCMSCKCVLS
Cdc42 wt GTP – modulators (inhibitors or activators) of GTP binding to human Cdc42 wildtype. P60953. GST-Cdc42 beads, Bodipy-GTP binding, flow cytometry; actives lie on both sides. percent activity (GTP binding), % at 10 µM. 190,000 tested, 0.2% active. AID 761;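 active = percent activity GTP binding at least 20 points away from the 100% baseline, either down as inhibitor or up as activator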;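 note: median bead fluorescence of bound Bodipy-FL-GTP at 100 nM; 0% = excess unlabeled GTP control and 100% = no compound control; below 100% means less GTP binding so inhibitor and above means activator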
Rac1 act GTP bind – modulators of GTP binding to human Rac1 activated mutant | GST-Rac1 activated beads, fluorescent GTP binding, flow cytometry; actives lie on both sides; 100% means binding = to untreated wells | percent activity (GTP binding), % at 10 µM | 190,000 tested, 0.11% active | AID 764;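 active = GTP binding at least 20 percentage points away from the 100% baseline, in either direction, so actives lie on both sides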
Rab7 wt GTP bind – alters GTP binding to wildtype dog Rab7. 190,000 tested, 0.055% active. GST-Rab7 beads, fluorescent GTP binding, flow cytometry; actives lie on both sides; untreated = 100%, excess cold GTP = 0%. GTP binding activity (percent of control), % at 10 µM;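 active = fluorescent GTP binding to Rab7 beads changed by at least 20 points from the 100% baseline, either direction, mostly lower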;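 note: median green fluorescence of bound Bodipy-FL-GTP per Rab7 bead population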
Rab2 wt GTP – changes GTP binding to wildtype dog Rab2A, up or down. GST-Rab2 wt beads, Bodipy-GTP binding, flow cytometry. GTP binding activity, % at 10 µM. 190,000 tested, 0.19% active. P61105;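 active = GTP binding activity at least 20 points away from 100%, either lowered or raised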;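 note: 0% = beads with excess unlabeled GTP and 100% = no-compound control corrected for plate trend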
Pf gamet viab – P. falciparum stage V gametocyte viability inhibition; P. falciparum stage V gametocytes, ATP luminescence, 24 h; inhibition, % at 10.9 µM; 150,000 tested, 0.065% active; AID 743093;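 active = inhibition above the mean plus 3 SD of compounds within the control limits, set per campaign, cut at about 38% in these data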;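 note: 0% = DMSO wells and 100% = medium only without gametocytes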
ABCG2 inh – human ABCG2 inhibition, ABCB1 as counter-screen; Q9UNQ0; IgMXP3 cells, JC-1 efflux, flow cytometry; inhibition, % at 6.6 µM; 190,000 tested, 0.1% active; AID 1325;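 active = inhibition above 80%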;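 note: 0% = DMSO and 100% = nicardipine control wells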
Target sequence (Q9UNQ0 whole entry, looked up): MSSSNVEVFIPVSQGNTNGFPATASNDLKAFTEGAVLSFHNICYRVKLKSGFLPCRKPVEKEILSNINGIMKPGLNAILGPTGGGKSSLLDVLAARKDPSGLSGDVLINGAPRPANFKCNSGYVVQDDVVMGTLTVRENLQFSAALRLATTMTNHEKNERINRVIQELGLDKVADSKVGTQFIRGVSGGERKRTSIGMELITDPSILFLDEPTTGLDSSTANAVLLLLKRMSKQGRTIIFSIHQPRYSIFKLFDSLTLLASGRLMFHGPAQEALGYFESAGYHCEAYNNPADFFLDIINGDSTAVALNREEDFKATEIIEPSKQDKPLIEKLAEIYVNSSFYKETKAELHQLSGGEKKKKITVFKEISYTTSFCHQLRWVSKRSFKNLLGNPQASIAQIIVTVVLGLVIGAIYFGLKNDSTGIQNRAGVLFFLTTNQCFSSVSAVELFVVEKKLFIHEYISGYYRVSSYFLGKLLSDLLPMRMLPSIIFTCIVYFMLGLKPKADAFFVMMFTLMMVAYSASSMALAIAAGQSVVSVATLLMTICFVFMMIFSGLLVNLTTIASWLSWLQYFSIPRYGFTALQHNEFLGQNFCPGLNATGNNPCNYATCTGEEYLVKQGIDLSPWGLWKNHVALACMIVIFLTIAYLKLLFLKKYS
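Test system: IgMXP3 cells (ABCG2) mixed with DDAO far-red-labelled CCRF-Adr cells (ABCB1). Reagent: JC-1 transporter substrate. Compound dosing: single test compound dose, 6.6 µM final. Times: 10 min compound exposure, 25 °C. Detection: flow cytometry of retained JC-1 fluorescence. Read-out basis: efflux inhibition in percent versus controls. Controls: nicardipine and DMSO wells.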
GSH fluor – GSH bead compound fluorescence profile. GSH beads flow cytometry, compound fluorescence 488/530 nm; active compounds read high. 190,000 tested, 0.25% active. fluorescence (KMESF) at 10 µM. AID 1776; in the data active = fluorescence above about 89;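 note: glutathione beads carrying GST-tagged Bcl family fusion proteins plus one bare bead set; values are compound well signal with DMSO vehicle wells as background; inactives centre near 16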
Starred values were filed as active, the others as inactive; / = not tested or not shown.

Start of the listing, in advance, 9 compounds:
Key to letters: A = ABCB1 inh; B = Rac1 wt modul; C = Avidin fluor; D = HRas wt GTP bind; E = Cdc42 wt GTP; F = Rac1 act GTP bind; G = Rab7 wt GTP bind; H = Rab2 wt GTP; I = Pf gamet viab; J = ABCG2 inh; K = GSH fluor
COc1ccc(NC(=O)CNC(=O)c2ccc([N+](=O)[O-])cc2)cc1
  A: 0.1; B: 100; C: 7; D: 101; E: 98; F: 96; G: 102; H: 102; I: -61; J: 1; K: 22
CCOc1ccccc1-c1nc(C(N)=O)c2[nH]c(=O)n(-c3ccccc3)c2n1
  A: 0.6; B: 92; C: 32; D: 96; E: 97; F: 92; G: 99; H: 95; I: /; J: 2; K: 13
Cc1cc(C(=O)N/N=C/c2ccc(N(C)C)cc2)c2ccccc2n1
  A: 1.4; B: 97; C: 9; D: 96; E: 95; F: 95; G: 96; H: 98; I: -4; J: 17; K: 13
CC1CCC(N(C(=O)c2csnn2)C(C(=O)NC(C)(C)C)c2cccnc2)CC1 (stereo not drawn)
  A: 1.1; B: 102; C: 9; D: 98; E: 101; F: 97; G: 96; H: 98; I: -7; J: 3; K: 22
COc1cccc(OC)c1C(=O)Nc1cccnc1
  A: 0.6; B: 102; C: 10; D: 100; E: 97; F: 96; G: 101; H: 99; I: -4; J: 1; K: 12
Cc1cnc(C(=O)N2CCc3c([nH]c4ccccc34)C2c2ccc(F)cc2)cn1 (stereo not drawn)
  A: 3.4; B: 101; C: 6; D: 95; E: 96; F: 95; G: 97; H: 96; I: -14; J: 12; K: 19
CCOc1ccc(CN(C)C(=O)CCl)cc1
  A: 0.0; B: 96; C: 11; D: 96; E: 99; F: 93; G: 105; H: 95; I: -14; J: 0; K: 14
O=C(NCCNS(=O)(=O)c1ccccc1)c1cc(OCC(F)(F)F)ccc1OCC(F)(F)F
  A: 0.2; B: 104; C: 16; D: 104; E: 106; F: 99; G: 102; H: 104; I: /; J: 3; K: 14
COc1ccc2[nH]cc(/C=C(/C#N)S(=O)(=O)c3ccccc3)c2c1
  A: 0.0; B: 90; C: 8; D: 93; E: 92; F: 94; G: 94; H: 89; I: -13; J: 0; K: 43

The list itself, previewed entries included:
Key to letters: A = ABCB1 inh; B = Rac1 wt modul; C = Avidin fluor; D = HRas wt GTP bind; E = Cdc42 wt GTP; F = Rac1 act GTP bind; G = Rab7 wt GTP bind; H = Rab2 wt GTP; I = Pf gamet viab; J = ABCG2 inh; K = GSH fluor
COc1ccc(NC(=O)CNC(=O)c2ccc([N+](=O)[O-])cc2)cc1
  A: 0.1; B: 100; C: 7; D: 101; E: 98; F: 96; G: 102; H: 102; I: -61; J: 1; K: 22
CCOc1ccccc1-c1nc(C(N)=O)c2[nH]c(=O)n(-c3ccccc3)c2n1
  A: 0.6; B: 92; C: 32; D: 96; E: 97; F: 92; G: 99; H: 95; I: /; J: 2; K: 13
Cc1cc(C(=O)N/N=C/c2ccc(N(C)C)cc2)c2ccccc2n1
  A: 1.4; B: 97; C: 9; D: 96; E: 95; F: 95; G: 96; H: 98; I: -4; J: 17; K: 13
CC1CCC(N(C(=O)c2csnn2)C(C(=O)NC(C)(C)C)c2cccnc2)CC1 (stereo not drawn)
  A: 1.1; B: 102; C: 9; D: 98; E: 101; F: 97; G: 96; H: 98; I: -7; J: 3; K: 22
COc1cccc(OC)c1C(=O)Nc1cccnc1
  A: 0.6; B: 102; C: 10; D: 100; E: 97; F: 96; G: 101; H: 99; I: -4; J: 1; K: 12
Cc1cnc(C(=O)N2CCc3c([nH]c4ccccc34)C2c2ccc(F)cc2)cn1 (stereo not drawn)
  A: 3.4; B: 101; C: 6; D: 95; E: 96; F: 95; G: 97; H: 96; I: -14; J: 12; K: 19
CCOc1ccc(CN(C)C(=O)CCl)cc1
  A: 0.0; B: 96; C: 11; D: 96; E: 99; F: 93; G: 105; H: 95; I: -14; J: 0; K: 14
O=C(NCCNS(=O)(=O)c1ccccc1)c1cc(OCC(F)(F)F)ccc1OCC(F)(F)F
  A: 0.2; B: 104; C: 16; D: 104; E: 106; F: 99; G: 102; H: 104; I: /; J: 3; K: 14
COc1ccc2[nH]cc(/C=C(/C#N)S(=O)(=O)c3ccccc3)c2c1
  A: 0.0; B: 90; C: 8; D: 93; E: 92; F: 94; G: 94; H: 89; I: -13; J: 0; K: 43
CSc1ccccc1C(=O)C1CCCN(C(=O)CCN2CCCO2)C1 (stereo not drawn)
  A: 0.1; B: 98; C: 6; D: 94; E: 91; F: 96; G: 98; H: 97; I: 6; J: -1; K: 17
COc1ccc2c(=O)c(C(=O)NCCc3ccc(OC)c(OC)c3)c[nH]c2c1
  A: 0.4; B: 105; C: 10; D: 102; E: 105; F: 103; G: 103; H: 102; I: /; J: 13; K: 24
Cc1ccc(Cl)cc1NC(=O)C1CCCN(S(=O)(=O)c2c(C)noc2C)C1 (stereo not drawn)
  A: 0.5; B: 104; C: 15; D: 99; E: 99; F: 101; G: 97; H: 98; I: /; J: 43; K: 34
CC(/C=N/NC(=O)CSc1nnc(SCc2ccccc2)s1)=C\c1ccco1
  A: 0.7; B: 98; C: 5; D: 98; E: 99; F: 96; G: 96; H: 97; I: /; J: 21; K: 11
CCCOc1c(OC)cc(Cl)cc1C1NC(=O)NC(C)=C1C(=O)NCc1ccccc1 (stereo not drawn)
  A: 2.9; B: 105; C: 15; D: 102; E: 103; F: 100; G: 101; H: 102; I: 6; J: 17; K: 35
O=[N+]([O-])c1ccc(S(=O)(=O)NCCc2ccncc2)cc1
  A: 0.9; B: 99; C: 10; D: 94; E: 96; F: 95; G: 93; H: 95; I: -11; J: 2; K: 12
Cc1c(C(=O)Nn2cnnc2)oc2ccccc12
  A: 0.0; B: 104; C: 14; D: 100; E: 99; F: 97; G: 102; H: 98; I: 6; J: 16; K: 38
CC(=O)Nc1ccc(S(=O)(=O)Nc2c(C)nn(-c3ccccc3)c2C)cc1
  A: 0.7; B: 94; C: 13; D: 95; E: 93; F: 96; G: 96; H: 95; I: 12; J: 3; K: 18
COC(=O)c1nn(-c2ccccc2)c(Cl)c1/C=N/OCc1ccc(Cl)cc1Cl
  A: 0.5; B: 100; C: 4; D: 97; E: 97; F: 97; G: 95; H: 100; I: /; J: 2; K: 11
COc1ccc(C2C(C(=O)O)CCC(=O)N2c2ccc(OC)cc2)cc1 (stereo not drawn)
  A: 0.2; B: 105; C: 9; D: 103; E: 103; F: 100; G: 104; H: 103; I: 1; J: 0; K: 38
COc1ccc2oc(=O)c(NC(=O)C3CCCCC3)cc2c1
  A: 0.1; B: 105; C: 5; D: 103; E: 106; F: 100; G: 102; H: 102; I: 2; J: 0; K: 20
COC(=O)c1ccc(C2C(C#N)=C(C)NC3=C2C(=O)CC(C)(C)C3)cc1 (stereo not drawn)
  A: 0.8; B: 103; C: 38; D: 101; E: 102; F: 101; G: 102; H: 102; I: /; J: 2; K: 12
COc1cc(C2NC(=O)NC(c3ccccc3)=C2C(C)=O)cc([N+](=O)[O-])c1O (stereo not drawn)
  A: 1.1; B: 94; C: 10; D: 94; E: 96; F: 94; G: 97; H: 93; I: -13; J: 8; K: 10

The order is random; 1.1% or so of the library scored in one or more.
